TbHK1 inh: blocks Trypanosoma brucei hexokinase 1 activity. recombinant TbHK1, G6PDH-coupled NADH A340. inhibition, % at 10 µM. 220,000 tested, 0.11% active. AID 1430;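 active means inhibition of 50% or more in the single-dose primary screen; inactive means inhibition below 50%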
Runt-SMMHC FRET: Runt domain-CBFb-SMMHC interaction inhibition; Cerulean-Runt/Venus-CBFb-SMMHC FRET ratio 530/480, 1 h; 220,000 tested, 0.74% active; Q01196+Q13951; inhibition, % at 20 µM;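 active means mean inhibition across duplicate retests at 20 µM reaching about 50%, limit read from the data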;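 further: 0% = DMSO wells and 100% = wells with excess untagged CBFb-SMMHC; inhibitors lower the FRET ratio by blocking Runt binding to CBFb-SMMHC; some results filed as inactive read as strong as hits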
Runt-CBFb FRET: inhibitors of human RUNX1 Runt domain binding to CBFb; inhibition, % at 20 µM; AID 1496; 220,000 tested, 0.46% active; Q01196+Q13951; Cerulean-Runt/Venus-CBFb FRET ratio 530/480, 1 h;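 active means inhibition over about 50% at 20 µM in the single-dose screen, limit read from the data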;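 further: 0% = DMSO wells and 100% = excess unlabeled CBFb competitor control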
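Reagent – Venus-CBFb binding partner, 100 nM · Assay system – Cerulean-tagged RUNX1 Runt domain (FRET donor) fusion protein · Input – 100 nM per protein · Incubation – two 1 h room-temperature incubations shielded from light · Measured by – FRET fluorescence · Medium – Tris buffer pH 7.5 with salts and BSA · Benchmarks – unlabeled CBFb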
p47phox inh: p47phox (human) inhibition; P14598; p47phox/p22phox peptide binding, fluorescence polarization, 2 h; inhibition, % at 24.7 µM; 220,000 tested, 0.53% active; AID 1274;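 active means inhibition above about 30%, limit read from the data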;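 further: 0% = p47phox with labelled peptide and 100% = labelled peptide alone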
L929 necroptosis: L929 zVAD cell death inhibition. 220,000 tested, 0.38% active. viability rescue, % at 10 µM. L929 zVAD necroptosis rescue, ATP luminescence, 24 h; with zVAD 60 µM;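 active means activation, scaled between plate controls, above about 75%, limit read from the data; inactive means activation under that limit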;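 further: 0% = zVAD with DMSO and 100% = DMSO alone without zVAD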
EBV gp42 block: EBV gp42 inhibition | Q1HVG2 | Fluorescence polarization binding assay, mP read-out | inhibition, % (tested at 21.74 µM) | 220,000 tested, 0.42% active; in the data active means inhibition above about 50%
Hck Nef HTS: blocks Nef-activated human Hck kinase | P08631 | Recombinant Hck-YEEI plus Nef, Z-Lyte FRET kinase assay | inhibition, % at 20 µM | 220,000 tested, 0.68% active | AID 463187;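 active means Hck-Nef kinase inhibition above about 50%, limit read from the data; inactive means inhibition below that limit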;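 further: 0% = DMSO with Hck plus Nef and 100% = Hck alone without Nef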
Target sequence (P08631 whole entry, looked up): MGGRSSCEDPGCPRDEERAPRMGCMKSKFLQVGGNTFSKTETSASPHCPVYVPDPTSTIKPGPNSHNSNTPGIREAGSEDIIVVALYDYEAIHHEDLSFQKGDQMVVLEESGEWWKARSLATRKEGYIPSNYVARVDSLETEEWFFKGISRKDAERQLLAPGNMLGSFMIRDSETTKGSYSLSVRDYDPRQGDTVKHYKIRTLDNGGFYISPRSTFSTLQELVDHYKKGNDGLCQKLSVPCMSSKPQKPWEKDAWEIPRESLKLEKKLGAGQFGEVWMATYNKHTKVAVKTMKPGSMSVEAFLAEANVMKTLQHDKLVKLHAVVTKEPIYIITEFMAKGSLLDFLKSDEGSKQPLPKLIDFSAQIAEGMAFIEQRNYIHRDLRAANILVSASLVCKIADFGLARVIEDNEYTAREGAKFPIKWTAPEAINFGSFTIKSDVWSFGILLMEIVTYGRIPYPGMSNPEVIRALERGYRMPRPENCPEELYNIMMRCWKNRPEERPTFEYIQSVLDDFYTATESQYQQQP
14-3-3 Bad PPI: disrupts binding of bovine 14-3-3 zeta to phospho-Bad peptide. AID 781. inhibition, % at 21.7 µM. 220,000 tested, 0.71% active. TR-FRET 14-3-3zeta/Dy647-pBad peptide displacement, 1 h;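 active means inhibition above about 70%, limit read from the data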;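 further: 0% = full 14-3-3 plus peptide FRET controls and 100% = background without 14-3-3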
Mdm2 ligase inh: Mdm2 E3 ligase (human) inhibition; cell-based MDM2 ubiquitination luciferase reporter, 2 h; 0 = plate control, 100 = twice control, blank-subtracted; 210,000 tested, 0.11% active; Q00987; signal enhancement, % at 5 µM;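 active means signal enhancement of 30% or more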;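 further: luminescence tracks abundance of the self-degrading MDM2-luciferase fusion protein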
Target sequence (Q00987 whole entry, looked up, the tested form may be a part): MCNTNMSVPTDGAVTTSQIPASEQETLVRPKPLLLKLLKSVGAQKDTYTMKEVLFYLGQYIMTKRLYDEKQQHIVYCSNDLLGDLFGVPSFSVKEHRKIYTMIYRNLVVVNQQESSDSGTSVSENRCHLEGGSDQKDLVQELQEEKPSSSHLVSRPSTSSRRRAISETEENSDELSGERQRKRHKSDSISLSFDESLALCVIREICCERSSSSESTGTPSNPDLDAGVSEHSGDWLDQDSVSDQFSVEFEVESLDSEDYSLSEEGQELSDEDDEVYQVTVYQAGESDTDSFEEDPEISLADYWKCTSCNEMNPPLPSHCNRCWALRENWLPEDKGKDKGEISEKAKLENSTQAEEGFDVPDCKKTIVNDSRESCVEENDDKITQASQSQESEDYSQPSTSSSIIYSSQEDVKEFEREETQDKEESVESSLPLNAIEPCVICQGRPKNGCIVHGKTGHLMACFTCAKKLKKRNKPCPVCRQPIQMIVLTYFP
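system = mammalian cells stably expressing self-ubiquitinating, self-degrading MDM2 E3–luciferase fusion | quantity = 2000 cells per well seeded | incubation = 4 h cell settling then 2 h compound exposure, 37 °C | signal = SteadyLite luminescence, 15 min reagent step | benchmarks = plate control and blank wells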
* hit, by the source's call; / = no result given; [ ] = dose if it differs, or a comment. Only part of the results is shown (hit frequency here may not be typical).

SMILES	TbHK1 inh	Runt-SMMHC FRET	Runt-CBFb FRET	p47phox inh	L929 necroptosis	EBV gp42 block	Hck Nef HTS	14-3-3 Bad PPI	Mdm2 ligase inh
CC(=NCCN1CCCCC1)c1c(O)[nH]c(=O)[nH]c1=O	36	2	-2	-13	2.3	-11	1	-4[fluorescence artefact?]	-10
C/C=C/CC1(CC)C(=O)NC(=S)NC1=O	-13	-3	0	-9	-0.1	-8	11	0	-8
Cc1cccc(CN(C)C)c1OC(=O)N(C)C	-8	1	-1	3	0.7	-15	-1	6	-10
N#CCCn1cc(C(=O)NCc2ccccc2)c(-c2ccc3c(c2)OCCO3)n1	-1	3	0	-20	0.2	-12	1	-4	/
COc1cccc(CN2CCN(C(=O)COc3ccc4ccccc4c3)CC2)c1	-11	-2	0	-1	1.8	-2	3	-11	-17
COc1ccc(CN2CCN(c3ccccc3F)CC2)c(OC)c1	5	-2	-1	3	-0.9	-12	-6	52	-21
C[C@]12CC[C@@H]3c4ccc(O)c(O)c4CC[C@H]3[C@@H]1CC[C@@H]2O	/	66*	54*	6	/	-15	/	47	/
O=P1(Oc2ccccc2)C[C@@H](O)[C@@H](O)[C@H](COCc2ccccc2)O1 (stereo partly drawn)	-11	1	-1	-16	-0.9	-16	29	-4	-5
CCOC(=O)C1=C(C)OC(N)=C(C#N)C12C(=O)N(C)c1ccccc12 (stereo not drawn)	6	-4	0	-18	0.6	0	2	13	6
CCCn1ncc(CN2CCCC(C(=O)c3cccc(OC)c3)C2)c1C (stereo not drawn)	2	2	0	1	-0.3	-11	26	-2	-12
Cc1cc(C=O)c(C)n1C(C)C	-11	0	-2	-16	3.0	-6	22	-14	-3
Cc1nc2ccc(P(=O)(O)O)cc2s1	-9	24	38	-34	12	-8	21	14	0
COc1c(C)cc(C(=O)C2CCCN(Cc3cnc(C)s3)C2)cc1C (stereo not drawn)	-8	-1	-1	-6	-0.9	-3	3	1	-4
C=CCn1c(O)c(C(CC)=NC(C)c2ccccc2)c(=O)[nH]c1=O (stereo not drawn)	3	-8	-3	-8	0.4	-12	0	2	-11
N#CC[N+]1(CCCNP2(=O)C=C(c3ccccc3)OC(c3ccccc3)=C2)CCOCC1	3	3	0	-10	1.5	-17	20	-18	-2
O=Cc1cn(Cc2ccc(F)cc2Cl)c2ccccc12	2	-2	-3	16	0.8	-4	0	4	-22
c1ccc2c(CNC3CCCCCC3)c[nH]c2c1	10	-2	4	-7	-0.3	-7	-2	0	-8
CCCCC(=O)N/N=C/c1c(O)n(CC)c(=S)n(CC)c1=O	-8	22	15	-35	9.6	-14	3	-6[fluorescence artefact?]	-5
COc1ccccc1CCNC1CCC(C(C)(C)C)CC1 (stereo not drawn)	6	-6	-3	-6	0.0	-9	-1	0	9
CC(=O)Nc1ccccc1C(=O)OCC(=O)c1ccc2c(c1)OCCO2	-6	0	0	-3	0.5	-5	1	2	-22

One compound at a time, as listed above.
Shown for CCCCC(=O)N/N=C/c1c(O)n(CC)c(=S)n(CC)c1=O : TbHK1 inh = -8; Runt-SMMHC FRET = 22; Runt-CBFb FRET = 15; p47phox inh = -35; L929 necroptosis = 9.6; EBV gp42 block = -14; Hck Nef HTS = 3; 14-3-3 Bad PPI = -6[fluorescence artefact?]; Mdm2 ligase inh = -5
Shown for C=CCn1c(O)c(C(CC)=NC(C)c2ccccc2)c(=O)[nH]c1=O (stereo not drawn) : TbHK1 inh = 3; Runt-SMMHC FRET = -8; Runt-CBFb FRET = -3; p47phox inh = -8; L929 necroptosis = 0.4; EBV gp42 block = -12; Hck Nef HTS = 0; 14-3-3 Bad PPI = 2; Mdm2 ligase inh = -11
Shown for O=P1(Oc2ccccc2)C[C@@H](O)[C@@H](O)[C@H](COCc2ccccc2)O1 (stereo partly drawn) : TbHK1 inh = -11; Runt-SMMHC FRET = 1; Runt-CBFb FRET = -1; p47phox inh = -16; L929 necroptosis = -0.9; EBV gp42 block = -16; Hck Nef HTS = 29; 14-3-3 Bad PPI = -4; Mdm2 ligase inh = -5

Continued:
SMILES	TbHK1 inh	Runt-SMMHC FRET	Runt-CBFb FRET	p47phox inh	L929 necroptosis	EBV gp42 block	Hck Nef HTS	14-3-3 Bad PPI	Mdm2 ligase inh
O=[N+]([O-])/C=C1/NCCN1Cc1ccc(Cl)nc1	-28	-1	1	-4	0.5	1	0	-8	-6
CC/C(=N\NC(=S)Nc1ccccc1)c1c(O)[nH]c(=O)[nH]c1=O	-23	28	12	-38	0.3	-15	-29	1	/
Cc1cc(N2C(=O)C3CCCN3C2c2ccc(Cl)c(Cl)c2)no1 (stereo not drawn)	-2	3	0	-1	-0.8	1	0	6	1
CC(=NCc1ccco1)c1c(O)n(-c2ccccc2C)c(=O)[nH]c1=O	-9	-2	3	-3	1.9	-10	8	1	4
O=C(c1ccc2c3c(cccc13)CC2)C1CCCN(CC2CC2)C1 (stereo not drawn)	-15	3	2	-11	13	-7	18	-3	-3
Nc1c2c(nc3sc4c(c13)CCCC4)CCCC2	7	-4	0	-10	-0.5	-19	21	-5	-12
c1ccc(C2NCc3ccccc3-n3cccc32)cc1 (stereo not drawn)	4	2	1	-11	0.2	-6	10	3[fluorescence artefact?]	-5
CCCC(=O)c1ccc(CP(=O)(OCC)OCC)o1	-4	2	1	-6	0.2	-8	3	-2	-8
CCCCCSc1cc(O)c(C(CNC)C(C)C)cc1OC (stereo not drawn)	21	0	-2	-9	0.6	-9	11	-11	-3
O=C1NC(=O)C(=Cc2ccsc2)C(=O)N1	0	6	7	-7	12	8	18	-12	0
CCCCSP1(=S)NCCCN1	-3	-7	0	0	4.0	-18	0	2	-59
CCOP(=S)(OCC)SCOC(=O)NCC(=O)OC	-1	-3	-1	-2	1.0	-18	-4	-5	-4
O=C(COc1ccc(Cl)cc1)NC1CN2CCC1CC2 (stereo not drawn)	4	-2	0	-7	-0.3	-1	1	-2	-16
Nc1c(C(=O)OCc2ccccc2)c2nc3ccccc3nc2n1Cc1cccs1	-8	18	4	-9	0.5	12	5	5	4
Cn1c2ccccc2c2c(C(=O)N3CCC4(CC3)OCCO4)cn(C3CCCC3)c(=O)c21	-21	2	4	-3	0.3	-9	2	16	-9
COc1ccc(NC2=NCC(C)S2)cc1 (stereo not drawn)	6	-4	0	-11	1.4	-11	-15	-5	-8
C/C(=C/C=C/[C@@H](C)C(=O)O)[C@H]1CN[C@H](C(=O)O)[C@H]1CC(=O)O	-9	4	-2	-21	41	-3	-3	16	-1
CNP1(NC)=NC(C(F)(F)F)=NC(C(F)(F)F)=N1	4	-3	-1	-3	-0.2	8	0	4	-2
Oc1c(Br)cc(Br)cc1Oc1ccc(Br)cc1Br	14	11	-1	-4	1.2	-8	5	-12	/
CN(C)CC1CSCCC1(O)c1cccc(Cl)c1 (stereo not drawn)	-1	-1	-1	-6	1.2	-7	7	5	-4

A run of entries of the results above, for reference:
SMILES	TbHK1 inh	Runt-SMMHC FRET	Runt-CBFb FRET	p47phox inh	L929 necroptosis	EBV gp42 block	Hck Nef HTS	14-3-3 Bad PPI	Mdm2 ligase inh
O=C(c1ccc2c3c(cccc13)CC2)C1CCCN(CC2CC2)C1 (stereo not drawn)	-15	3	2	-11	13	-7	18	-3	-3
Nc1c2c(nc3sc4c(c13)CCCC4)CCCC2	7	-4	0	-10	-0.5	-19	21	-5	-12

The listing continues:
SMILES	TbHK1 inh	Runt-SMMHC FRET	Runt-CBFb FRET	p47phox inh	L929 necroptosis	EBV gp42 block	Hck Nef HTS	14-3-3 Bad PPI	Mdm2 ligase inh
O=[N+]([O-])c1cc(-c2ccc([As](=O)(O)O)cc2)ccc1[As](=O)(O)O	-11	1	3	-2	-0.1	1	21	8	-7
Nc1ccc(C2(c3ccc(N)cc3)c3ccccc3-c3ccccc32)cc1	0	-15	-9	5	0.4	17	5	-10	-7
C=CCC1C(=O)NC(=S)NC1=O	-7	13	8	0	2.2	-25	22	-2	-14
CN(C)CCCNCC(=O)Nc1ccc(Cl)cc1C(=O)c1ccccc1	3	1	0	-7	-0.6	-3	11	30	-13
CC1COC2N=C(N[N+](=O)[O-])NC2O1 (stereo not drawn)	-11	-4	1	1	4.9	7	23	-9	-7
CCC(C)C1NC(=O)C(C(C)=O)=C1O (stereo not drawn)	-9	-2	2	-4	0.4	-20	28	1	-18
CCC1=C(C)C(N2CCOCC2)=NP(N2CCOCC2)(N2CCOCC2)=N1	-2	0	-2	-7	1.1	-21	7	17	-13
Cn1c(=O)c2c(nc(N/N=C/c3c(O)n(C4CCCCC4)c(=S)[nH]c3=O)n2C)n(C)c1=O	-21	-3	-12	-15	0.9	-19	25	-9	-13
CCOC(=O)C(O)(c1ccc(N(CC)S(=O)(=O)c2ccccc2)cc1)C(F)(F)F (stereo not drawn)	7	2	-3	-2	0.7	-15	2	3	-6
CC/C(=N\Nc1ccccc1)c1c(O)n(-c2ccccc2)c(=O)[nH]c1=O	-2	-1	0	-9	-1.0	-4	9	-1	-14
COCCN1C(=O)/C(=C/c2c(OC)cc(OC)cc2OC)C(=O)N(c2ccccc2)C1=O	-5	-16	-1	-5	0.2	11	23	1	/
OC12CCCCC1C(c1ccccc1)NCC2 (stereo not drawn)	1	2	1	-2	-0.4	1	1	7	-3
CCOC(=O)C(O)(c1ccc(NC(=O)NC2CCCCC2)cc1)C(F)(F)F (stereo not drawn)	1	-1	-1	-8	0.4	-16	-1	2	-6
O=c1[nH]c(=O)n(Cc2ccco2)c(O)c1C=NCc1ccc2c(c1)OCO2	1	1	5	-19	0.2	-96	-2	-1[fluorescence artefact?]	-7
CC1(C)C[C@H]2C=C(C=O)[C@]3(C=O)C[C@]3(C)[C@H]2C1	-1	4	3	-5	-2.5	0	-20	17	-25
O=c1[nH]c(=S)n(-c2ccccc2)c(O)c1/C=N/N1CCCCC1c1cccnc1 (stereo not drawn)	-70	3	10	-299	0.6	-50	21	-6	/
CN1CCC(O)(c2ccccc2)C(C(=O)c2ccccc2)C1 (stereo not drawn)	-6	1	0	-10	1.7	-17	0	-8[fluorescence artefact?]	-7
CCC(=O)N1CC(=O)Nc2ccc(Cl)cc2C1c1ccc(F)cc1 (stereo not drawn)	4	0	2	-5	-0.6	-5	-2	8	2
O=P1(NCc2ccco2)COc2ccccc2OC1	4	-2	0	-17	0.0	-16	0	4[fluorescence artefact?]	-2
NNc1n[nH]c(=S)n1N	-7	-2	13	12	-0.1	-9	10	1	-13
Cc1ccsc1C(=O)C1CCCN(Cc2ccc(-n3cccn3)cc2)C1 (stereo not drawn)	-11	2	-3	-8	-0.8	-5	14	-15	4
Cc1ccc(-c2nc3ccccc3c(=O)n2-n2cccc2)cc1	5	-8	3	-12	-0.6	-4	-1	3	-10
CSc1ncc(CN2CCCC(C(=O)c3cccc(Cl)c3)C2)cn1 (stereo not drawn)	8	2	0	-7	1.2	-14	11	6	-8
O=C1NC(=O)N(Cc2ccco2)C(=O)/C1=C\c1cccn1CCOc1ccc(Cl)cc1	11	0	36	-36	0.4	-18	5	2	-10
O=C(CN1CCCCC1)c1ccc(OC(F)F)cc1	-2	-1	0	0	-0.7	5	2	-7	-7
Nc1ccc(Cl)cc1C(=O)c1ccccc1	-7	-5	-2	1	-0.5	-12	15	-7	-1
COc1ccc(OCC(=O)N2CCN(C(C)C)CC2)cc1	4	-2	-2	3	0.5	-18	9	64[fluorescence artefact?]	1
CCN1CCN(C(=O)COc2ccc(S(=O)(=O)N(C)Cc3ccccc3)cc2)CC1	-12	-3	-1	-1	0.1	6	0	-7	-14

Compound activity from PubChem BioAssay.
